CHRM4 PAM – human M4 muscarinic receptor positive allosteric modulators, primary screen, CHO-K1 cells, Fluo-8 calcium fluorescence | Muscarinic acetylcholine receptor M4 (Homo sapiens), P08173 | CHO-K1 hM4/Gqi5, ACh EC20; 0% = ACh EC20, 100% = maximal ACh | activation, % at 3 µM | 360,000 tested, 0.4% active;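 active = activation above its plate's cutoff, the mean activation of sample wells plus 3 SD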; also: some results filed as inactive read as strong as hits
Target sequence (P08173 whole entry, looked up): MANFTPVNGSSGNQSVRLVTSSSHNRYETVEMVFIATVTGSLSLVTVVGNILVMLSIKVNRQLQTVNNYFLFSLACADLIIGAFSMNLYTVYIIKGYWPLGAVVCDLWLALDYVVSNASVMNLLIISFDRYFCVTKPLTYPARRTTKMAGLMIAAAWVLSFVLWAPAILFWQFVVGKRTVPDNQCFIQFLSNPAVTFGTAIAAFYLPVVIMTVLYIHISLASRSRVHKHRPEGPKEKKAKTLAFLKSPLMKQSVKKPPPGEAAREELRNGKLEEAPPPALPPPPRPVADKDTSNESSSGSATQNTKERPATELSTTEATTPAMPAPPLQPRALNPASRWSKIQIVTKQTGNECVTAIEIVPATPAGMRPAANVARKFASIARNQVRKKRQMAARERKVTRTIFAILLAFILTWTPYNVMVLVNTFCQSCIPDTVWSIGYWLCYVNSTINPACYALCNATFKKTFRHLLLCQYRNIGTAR
M5 PAM – human M5 muscarinic receptor positive allosteric modulators, primary screen, CHO-K1 cells, Fluo-8 calcium fluorescence | Muscarinic acetylcholine receptor M5 (Homo sapiens), P08912 | CHO-K1 hM5, ACh EC20 PAM; 0% = ACh EC20, 100% = ACh EC100 | activation, % at 3 µM | 360,000 tested, 0.3% active | AID 624038, 2012;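 active = activation above the run cutoff, the mean activation of all test compounds plus 3 SD, cut at about 18% in these data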
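Probe or stimulus: acetylcholine, EC20 level; Assay system: human M5 receptor in CHO-K1 cells; Schedule: compound preincubation 140 s before EC20 acetylcholine addition; Technique: intracellular calcium via Fluo-8 fluorescence; Dosing: single-point, 3 µM nominal; Read-out basis: percent activation from peak-over-basal fluorescence ratio, scaled EC20-to-EC100 acetylcholine; Repeats: one well per compound, no replicates.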
CHRM5 antagonist – human M5 muscarinic receptor antagonists, primary screen, CHO cells, Fluo-8 calcium fluorescence; CHO-hM5 cells, ACh EC80; 360,000 tested, 0.59% active; AID 624040, 2012; Muscarinic acetylcholine receptor M5 (Homo sapiens), P08912; inhibition, % at 3 µM;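 active = inhibition above a per-plate cutoff, the mean of that plate's test compounds plus 3 SD, cut at about 27% in these data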;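 also: 0% = acetylcholine EC80 with DMSO and 100% = DMSO without agonist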
CRFBP-R2 agonist – agonists of CRF-BP/CRF-R2 complex, primary screen, cell-based, HEK293, calcium dye fluorescence, uHTS | 350,000 tested, 0.46% active | CRF-binding protein / CRF receptor 2 complex (human) | calcium dye fluorescence (FLIPR); percent of saturating CRF peptide response | activation, % at 13.2 µM;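 active = activation of at least 50%, plus an integration ratio under a set limit after plate pattern correction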;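 also: plate controls were neutral control wells without compound for no effect and CRF at EC100 for full effect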
CHRM4 agonist – human M4 muscarinic receptor agonists, primary screen, CHO-K1 cells, Fluo-8 calcium fluorescence. activation, % at 3 µM. 360,000 tested, 0.14% active. AID 624127, 2012. CHO-K1 hM4/Gqi5; vehicle 0%, full acetylcholine response 100%;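 active = activation above the run mean over all test wells plus 3 SD, cut at about 32% in these data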;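 also: peak over basal fluorescence ratio per well then scaled between controls; 0% = DMSO wells and 100% = acetylcholine at EC100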
M1 PAM – human M1 muscarinic receptor positive allosteric modulators, primary screen, CHO-K1 cells, Fluo-8 calcium fluorescence, 1536-well; CHO-K1 hM1, ACh EC20; 0% = ACh EC20, 100% = maximal ACh; activation, % at 3 µM; AID 588819, 2011; 360,000 tested, 0.088% active; Muscarinic acetylcholine receptor M1 (Homo sapiens), P11229; in the data active = activation above about 19%, passing the limit was not always enough
Target sequence (P11229 whole entry, looked up): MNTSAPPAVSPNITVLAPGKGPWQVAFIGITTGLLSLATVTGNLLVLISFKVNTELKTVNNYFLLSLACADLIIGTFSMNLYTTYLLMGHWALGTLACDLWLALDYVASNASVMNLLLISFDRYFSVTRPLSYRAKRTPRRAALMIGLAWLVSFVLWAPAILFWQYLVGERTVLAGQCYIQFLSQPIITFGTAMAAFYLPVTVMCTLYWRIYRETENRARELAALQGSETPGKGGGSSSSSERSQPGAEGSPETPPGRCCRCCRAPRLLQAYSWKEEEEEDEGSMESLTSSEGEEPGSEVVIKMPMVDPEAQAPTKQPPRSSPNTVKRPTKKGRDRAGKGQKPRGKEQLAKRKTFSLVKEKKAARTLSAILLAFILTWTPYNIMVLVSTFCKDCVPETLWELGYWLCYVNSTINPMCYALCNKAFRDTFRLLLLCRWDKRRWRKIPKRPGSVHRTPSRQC
CRFR2-BP antag – antagonists of CRF-BP/CRF-R2 complex, primary screen, cell-based, HEK293, calcium dye fluorescence, uHTS; CRF-induced calcium fluorescence; inhibition, % at 11.8 µM; 350,000 tested, 0.59% active; AID 588475, 2011;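 active = inhibition of the ligand-induced calcium signal above about 50% at the single tested concentration, limit read from the data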
M5 ag – human M5 muscarinic receptor agonists, primary screen, CHO-K1 cells, Fluo-8 calcium fluorescence | Muscarinic acetylcholine receptor M5 (Homo sapiens), P08912 | CHO-K1 hM5 cells; 0% DMSO wells, 100% maximal acetylcholine response | activation, % at 3 µM | 360,000 tested, 0.19% active | AID 624037, 2012;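 active = activation above the run's mean over test compounds plus 3 SD, cut at about 23% in these data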;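 also: signal is peak over basal fluorescence ratio across the kinetic read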
CHRM4 antagonist – human M4 muscarinic receptor antagonists, primary screen, CHO cells, Fluo-8 calcium fluorescence; CHO-hM4 cells, ACh EC80; inhibition, % at 3 µM; 360,000 tested, 0.73% active;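 active = inhibition above its plate's cutoff, the mean inhibition of sample wells plus 3 SD, cut at about 27% in these data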;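 also: 0% = acetylcholine EC80 with DMSO and 100% = DMSO without agonist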
Numbers without * were called inactive; . = not tested or not shown.

structure,CHRM4 PAM,M5 PAM,CHRM5 antagonist,CRFBP-R2 agonist,CHRM4 agonist,M1 PAM,CRFR2-BP antag,M5 ag,CHRM4 antagonist
NC(Cc1ccc(F)cc1)c1csc(Nc2cc(Oc3ccccc3)ncn2)n1 (stereo not drawn),-7.2,-6.7,13.8,.,19.8,-10.3,.,1.1,13.2
COc1cc2nncc(SC)c2cc1OC,4.5,-4.7,11.1,-4.0,0.4,9.6,-6.8,1.0,1.1
CC/C(=N/Nc1ccccc1Cl)c1cnnc(-c2ccccc2)n1,-4.4,-0.7,1.2,1.6,0.6,11.5,-8.6,-2.1,-1.5
COc1cc2c(cc1OC)C1(NCC2)C(=O)Nc2ccccc21 (stereo not drawn),5.5,0.8,3.1,3.9,-0.2,8.4,-1.3,-0.5,-3.8
Cc1ccc(NC(=O)CSCC(=O)Nc2nnc(C)s2)cc1,-4.6,-2.1,5.2,-0.1,-0.5,1.2,4.8,0.7,-1.0
COc1ccc(-n2nc(C(=O)NCC(=O)N(C)Cc3ccccc3)c3ccccc3c2=O)cc1OC,-10.6,-5.0,17.0,0.2,12.5,-2.8,-0.2,0.4,14.0
CCOc1ccc2nc(N(CCN(C)C)C(=O)c3ccc4ccccc4c3)sc2c1,-0.1,1.9,4.9,-0.1,1.6,5.8,-13.0,-3.2,-6.7
CCCNC(=O)NC(=O)CSc1nc2ccccc2n1CC(C)C,14.1,-7.6,-5.3,0.3,-1.5,-12.0,-32.9,-1.4,3.0
N=c1c(S(=O)(=O)c2ccccc2)cc2c(=O)n3ccccc3nc2n1CC1CCCO1 (stereo not drawn),-2.1,6.4,-6.0,0.3,0.9,-2.7,6.7,-10.8,0.2
Cc1cc(C)c(N=C2SCC(=O)N2Cc2ccco2)c(C)c1,5.6,5.9,-2.1,0.4,-1.2,5.1,5.1,-5.7,1.3
Cc1cccc(-n2cnc(C(=O)NNC(=S)Nc3ccc(Cl)cc3)c2)n1,0.4,-7.7,11.4,-0.5,2.0,11.1,-3.2,-2.7,-0.9
COc1ccccc1OCCNC(=O)c1cccc(S(=O)(=O)N2CCN(Cc3ccccc3)CC2)c1,-3.4,-14.6,10.2,2.1,14.9,-7.2,-7.0,2.7,-3.2
C=CCN1C(=O)C2(OCCCO2)c2cc(Cl)ccc21,-4.6,-4.4,5.3,-0.8,-1.3,3.9,-4.7,0.7,13.3
CCOC(=O)c1sc(N(Cc2ccccc2)C(=O)CSc2ncn[nH]2)nc1C,9.8,1.4,-9.9,2.7,-1.2,3.1,4.0,-0.8,-7.6
Cc1nc(-c2ccc(NS(C)(=O)=O)cc2)cs1,13.3,8.5,-11.0,-1.2,3.1,6.3,-2.4,-0.7,1.5
CCCCC[C@@H](C)N1C[C@@H](COCc2ccccc2)Oc2cc(N3CC[C@H](N(C)C)C3)ccc2S1(=O)=O,5.1,2.2,8.8,.,3.2,.,.,0.0,3.6
Cc1nc2ccccc2c(=O)n1/N=C/c1cn[nH]c1-c1ccccc1,-2.4,-4.7,14.9,-1.5,0.6,-8.5,1.7,-4.6,4.7
CC1(C)CC(NCc2cccc([N+](=O)[O-])c2)CC(C)(C)N1,1.6,1.8,8.3,1.4,-0.5,0.0,-5.1,0.1,6.3
CCOc1ccc(Cl)cc1CNCCNCC(C)O (stereo not drawn),5.5,-1.7,0.8,-2.1,1.1,3.1,-6.0,-2.6,-1.7
Cn1c(N2CCCCC2)nc2c1c(=O)n(Cc1cccc(Br)c1)c(=O)n2C,-5.0,-6.7,3.3,-0.5,1.4,6.0,-19.0,-2.0,16.8
Cc1csc(NC(=O)/C=C/c2ccc(C)o2)n1,-5.0,-1.1,12.2,0.5,0.5,4.4,7.2,-0.3,1.2
CC1CN(S(=O)(=O)c2cccc(C(=O)NCc3ccco3)c2)CC(C)O1 (stereo not drawn),4.6,1.9,-5.0,1.8,0.8,6.2,-10.6,1.6,-9.5
Cc1cc(C)cc(N(CCC#N)C(=O)COC(=O)C2=COCCO2)c1,5.1,1.5,0.8,-0.5,1.5,4.9,-0.7,2.8,-1.9
COC(C)c1oc2c(C)c3oc(=O)cc(C)c3cc2c1C (stereo not drawn),2.7,0.3,7.1,-0.9,1.1,6.4,5.4,-1.7,6.8
Cc1ccc(-c2nn(-c3ccc(F)cc3)cc2C(=O)N2CCN(C3CCS(=O)(=O)C3)CC2)cc1 (stereo not drawn),-5.7,-1.6,-0.9,-0.8,0.8,-6.5,-14.4,3.0,14.2
CCCCn1c(=O)[nH]c(=O)c2c1nc(-c1ccccc1F)n2Cc1ccccc1OC,-8.7,-5.2,5.8,-5.8,-1.3,7.3,4.5,-3.2,4.9
O=[n+]1cc(-c2ccc(F)cc2)n([O-])c2c1CCC2,2.8,-5.3,-1.7,-0.2,0.6,7.6,6.9,-3.3,0.0
Cc1ccc(S(=O)(=O)N[C@H](C(=O)N2CCC(C(=O)N[C@H](C(=O)O)c3ccccc3)CC2)C(C)C)cc1,9.2,-2.6,9.1,-1.9,-0.2,6.3,7.4,0.4,-2.0
O=S(=O)(NC(=S)c1ccccc1)c1ccc(Cl)cc1,-1.2,-3.5,12.7,1.7,1.0,4.8,-2.7,-4.3,-3.5
OCC[C@@H]1C[C@H](O)[C@@H](O)[C@]2(OCCc3ccccc32)O1,-4.0,5.9,12.7,-0.4,1.3,3.9,2.5,-0.5,4.3
NC(=O)c1cc(S(=O)(=O)N2CC=C(c3ccccc3)CC2)cs1,-2.4,-3.2,6.6,1.2,4.0,8.0,-5.4,0.5,8.9
CCOC(=O)C1CCN(C(=O)c2ccc3c(=O)n4nc(Nc5ccccc5OC)sc4nc3c2)CC1,-9.1,-3.7,10.8,-1.1,2.6,-6.6,7.6,0.2,4.3
O=C(NC(=S)Nc1ccc(F)cc1)C1CCCCC1,-1.8,-4.8,9.1,-0.3,-1.0,-0.8,-20.4,-7.2,2.6
Cc1nc2ccccn2c1C(=O)N/N=C/c1cc(C)n(-c2ccc(Br)cc2)c1C,-1.6,-7.2,12.9,-0.6,6.5,-2.3,-11.1,-2.5,2.5
CCOc1ccc(N(CC(=O)Nc2ccc(OC)cc2)C2=NC3CS(=O)(=O)CC3S2)cc1 (stereo not drawn),1.0,-1.6,5.2,-0.7,1.1,-3.5,1.3,0.7,6.7
NS(=O)(=O)c1ccc(NC(=O)CSc2nc3ccccc3n2-c2ccccc2)cc1,2.6,-1.0,4.4,0.2,0.7,-5.4,0.7,-0.6,5.1
O=C(O)C1CC=CCC1C(=O)NCc1ccc(Cl)c(Cl)c1 (stereo not drawn),5.3,0.7,3.5,-0.6,1.4,8.0,4.7,-3.3,-0.3
CCOCCCNS(=O)(=O)c1ccc(-n2cnnn2)c(OC)c1,4.1,-4.0,7.3,5.5,2.7,3.9,-15.2,4.1,5.8
CCN1CCN(c2cc(C)c3cc(NC(=O)c4ccncc4)ccc3n2)CC1,4.1,3.9,1.9,-1.3,0.2,14.2,3.8,-0.4,-16.2
Cc1cccc(CCNC(=O)CCS(=O)(=O)c2ccc3nc(C)sc3c2)c1,13.2,1.0,-4.7,-1.1,4.0,11.4,-9.9,1.2,-15.1
COc1ccc(CCNC(=O)CNS(=O)(=O)c2ccc(Cl)cc2)cc1,-7.0,2.2,0.9,-0.2,3.5,-0.7,7.0,2.5,5.9
CC(C)=CCC/C(C)=C/C(N)=O,-4.8,-0.5,-1.9,0.1,0.5,6.1,5.5,-0.2,-6.1
CCOc1ccc(/C=C/C(=O)N2CCOCC2)cc1OC,-1.5,2.6,23.9,2.6,0.1,10.6,-1.2,-5.5,-5.4
COc1cccc(C(=O)N(c2ccccc2)C2C=CS(=O)(=O)C2)c1 (stereo not drawn),2.6,1.1,5.6,0.3,1.5,14.0,-8.5,1.8,-8.3
COc1ccc(NC(=O)c2cc3c(=O)n(C)c4ccccc4c3n2C)cc1OC,-0.7,-4.0,5.1,-3.8,1.6,-1.3,-33.6,0.3,-5.0
CCOC(=O)c1[nH]c(C)c(C(=O)/C=C/c2ccc(C(=O)O)cc2)c1C,5.2,1.1,9.2,-1.3,0.5,11.4,-0.3,-1.4,-10.2
CCOC(=O)c1cc2sc(C)cc2n1CC(=O)NCc1ccc(F)cc1,-2.5,-4.2,1.5,-4.6,-0.2,-1.3,31.7,-3.0,6.0
CCN1CCN(S(=O)(=O)c2ccc(Cl)c(C(=O)N(C)Cc3ccc(C(C)(C)C)cc3)c2)CC1,-11.4,-25.9,10.4,-0.2,12.5,-11.5,-3.2,-6.9,-0.5
CCOC(=O)c1c(S(=O)(=O)NCC(=O)Nc2cc(C)ccc2OC)c(C)n(C)c1C,-2.7,-0.8,6.3,-0.4,0.3,7.3,-6.6,-2.5,5.4
O=c1cc(C(F)(F)F)[nH]c2c(OC(F)(F)F)cccc12,7.8,-12.5,15.3,44.0,5.3,-0.6,15.4,4.4,3.9
CC(C(=O)Nc1ccc(Cl)cc1Cl)N1C(=O)NC2(CCCC2)C1=O (stereo not drawn),8.4,4.2,-0.5,-0.4,3.3,8.1,-2.5,0.1,-5.1
CN(Cc1ccco1)C(=O)C1CCN(c2nnc(-n3cccc3)s2)CC1,8.6,4.5,-4.7,-2.5,2.0,24.0,0.7,-6.4,-10.3
CCc1ccc(-c2cnc3nc[nH]c(=O)c3n2)cc1,-2.3,4.9,6.8,-0.4,-0.4,9.7,13.6,-0.9,5.9
O=C(CSc1nnc(-c2cccs2)o1)NCc1ccco1,0.0,3.9,5.9,0.6,0.9,-6.2,3.9,-2.4,5.3
CCCCC(=O)Nc1cc(OC)c(NC(=S)NC)cc1OC,2.9,-7.8,13.5,1.7,0.1,-0.6,-4.5,2.5,1.9
Cc1cccc(C(=O)N2CCN(S(=O)(=O)N3CCCCCC3)CC2)c1,-12.0,-1.8,18.9,-1.2,2.0,9.7,0.5,0.3,6.0

One compound at a time, as listed above. Order of values: CHRM4 PAM, M5 PAM, CHRM5 antagonist, CRFBP-R2 agonist, CHRM4 agonist, M1 PAM, CRFR2-BP antag, M5 ag, CHRM4 antagonist
O=C(NC(=S)Nc1ccc(F)cc1)C1CCCCC1 is listed as -1.8, -4.8, 9.1, -0.3, -1.0, -0.8, -20.4, -7.2, 2.6
CCCNC(=O)NC(=O)CSc1nc2ccccc2n1CC(C)C is listed as 14.1, -7.6, -5.3, 0.3, -1.5, -12.0, -32.9, -1.4, 3.0

High-throughput results deposited in PubChem BioAssay by several laboratories.

An unsorted share of the library; 2.6% or so of the library scored in one or more.
